BaF3 tox: parental Ba/F3 viability inhibition as JAK2V617F counter-screen; CellTiter-Glo ATP luminescence; inhibition, % at 5.6 µM; 220,000 tested, 1.1% active;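 active means inhibition above a per-campaign cutoff, the mean inhibition of all tested compounds plus 3 SD, cut at about 27% in these data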;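 further: 0% = DMSO wells and 100% = JAK Inhibitor I control wells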
TRPN1 ag: activates the zebrafish TRPN1 channel; HEK293 zebrafish TRPN1-YFP, Fluo-8 calcium fluorescence; 100% = response to 87 µM carbachol; AID 1424; activation, % at 3 µM; 220,000 tested, 0.18% active;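 active means activation above its plate's cutoff, the mean activation of test wells on that plate plus 3 SD, cut at about 19% in these data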;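 further: 0% = DMSO alone and 100% = 87 µM carbachol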
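Material – zebrafish TRPN1-YFP in HEK293 cells · Doses – 3 µM single point · Schedule – dye 1 h 37 °C plus 30 min RT · Signal – Fluo-8 calcium fluorescence, excitation 470-495 nm, emission 515-575 nm · Read-out – % activation versus carbachol response · Control set – carbachol high, DMSO low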
TRPML3 agonist: human mucolipin-3 channel agonism; activation, % at 3 µM; 220,000 tested, 0.29% active; HEK293 TRPML3-YFP, Fluo-8 calcium fluorescence; 100% = the carbachol control signal; Q8TDD5; AID 1448;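 active means activation above its plate's cutoff, the mean activation of the plate's test wells plus 3 SD, cut at about 12% in these data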;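 further: 0% = DMSO only wells and 100% = carbachol wells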
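Test system: TRPML3-YFP stable HEK293 cells. Doses: single point at 3 µM. Incubation: dye loading 1 h 37 °C then 30 min ambient, 125 s read. Signal: Fluo-8 calcium dye fluorescence, ex 470-495, em 515-575 nm. Measure: percent activation from peak-to-basal fluorescence ratio, scaled between DMSO and carbachol.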
Ba/F3 V617F tox: reduce viability of Ba/F3 cells dependent on JAK2V617F | inhibition, % at 5.6 µM | 220,000 tested, 1.1% active | AID 1446 | Ba/F3 EpoR-JAK2V617F viability, ATP luminescence;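 active means inhibition above the campaign mean plus 3 SD over all tested compounds, cut at about 24% in these data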;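 further: cytokine-independent growth of Ba/F3 cells driven by EpoR plus mutant JAK2; 0% = DMSO-treated cells and 100% = JAK inhibitor I control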
PERK inh: human PERK inhibition, primary cell-based screen; CHO PERK-DD fusion, SEAP luminescence translation reporter; inhibition, % at 5.6 µM; 220,000 tested, 0.17% active;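 active means inhibition above the mean inhibition of all tested compounds plus 3 SD, set separately per screening campaign, cut at about 2.9% in these data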;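 further: PERK kinase domain activated by AP20187 dimerizer at 100 nM; 0% = DMSO with dimerizer and 100% = rapamycin at 8.4 µM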
S1P4 antagonist: blocks the human S1P4 receptor | S1P4-expressing cells, antagonist mode, reporter read-out | inhibition, % at 4.98 µM | 220,000 tested, 0.26% active; in the data active means inhibition above about 29%;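 further: 0% = wells stimulated with agonist and 100% = vehicle wells without agonist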
Target sequence (O95977 whole entry, looked up): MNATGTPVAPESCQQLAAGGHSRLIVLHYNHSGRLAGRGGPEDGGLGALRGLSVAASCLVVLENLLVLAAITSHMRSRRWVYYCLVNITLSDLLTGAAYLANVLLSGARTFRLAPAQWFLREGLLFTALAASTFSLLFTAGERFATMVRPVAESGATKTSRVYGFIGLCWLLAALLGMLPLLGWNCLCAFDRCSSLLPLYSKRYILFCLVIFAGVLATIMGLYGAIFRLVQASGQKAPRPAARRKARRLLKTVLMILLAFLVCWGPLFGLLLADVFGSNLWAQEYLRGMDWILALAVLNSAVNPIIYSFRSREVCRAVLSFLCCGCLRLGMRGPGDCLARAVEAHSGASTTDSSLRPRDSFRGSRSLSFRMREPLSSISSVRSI
EP2 mod: EP2 receptor (human) modulation; 260,000 tested, 0.83% active; EP2-expressing cells, cAMP HTRF FRET, PGE2 co-stimulation; P43116; induction, % at 25 µM;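 active means compounds whose cAMP rise, as percent of the full-agonist control response, exceeds 60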;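 further: rat C6 glioma line stably carrying human EP2 under a CMV promoter; the protocol text gives 20 µM as final concentration; 100% = response of wells given 1 µM PGE2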
Target sequence (P43116 whole entry, looked up): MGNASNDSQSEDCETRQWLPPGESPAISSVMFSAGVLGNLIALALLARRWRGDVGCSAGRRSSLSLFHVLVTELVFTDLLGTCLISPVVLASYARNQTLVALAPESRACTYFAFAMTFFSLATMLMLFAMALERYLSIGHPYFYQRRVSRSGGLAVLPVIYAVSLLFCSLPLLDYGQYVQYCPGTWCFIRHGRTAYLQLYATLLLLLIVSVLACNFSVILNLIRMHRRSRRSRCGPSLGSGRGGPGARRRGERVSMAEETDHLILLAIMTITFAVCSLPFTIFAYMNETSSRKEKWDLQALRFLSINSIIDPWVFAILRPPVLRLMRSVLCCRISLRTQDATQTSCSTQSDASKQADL
S1P4 agonist: agonists of human S1P4 receptor | activation, % at 4.98 µM | AID 1509 | S1P4-expressing cell line, agonist reporter assay | O95977 | 220,000 tested, 0.35% active; in the data active means activation above about 11%;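 further: 0% = DMSO vehicle and 100% = reference agonist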
Calpain2 inh: blocks pig calpain II enzyme activity; AID 1236; purified calpain II, fluorogenic peptide substrate, 30 min; 220,000 tested, 0.37% active; inhibition, % at 16 µM;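 active means inhibition above about 50%, limit read from the data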
Starred values were filed as active, the others as inactive; & = joins results of further samples. Hits appear at their usual frequency. Share with any hit: about 3.6%.

compound | BaF3 tox | TRPN1 ag | TRPML3 agonist | Ba/F3 V617F tox | PERK inh | S1P4 antagonist | EP2 mod | S1P4 agonist | Calpain2 inh
CCCOn1c(-n2nc(C)cc2C)nc2ccccc2c1=O | 34* | 6.4 | 0.6 | 12 | -3.4 | 8 | 40 | 3.7 | -11
CCCN1C(=O)C(O)(CC(=O)c2cccc(OC)c2)c2ccccc21 (centres undefined) | 4 | -0.1 | 0.1 | 3 | -0.5 | 7 | 1 | -0.3 | 13
Cc1ccc(NC(=O)C(Cc2ccccc2)NC(=O)OCc2ccccc2)cc1C (centres undefined) | 1 | -2.4 | -0.7 | 0 | 0.1 | 2 | 55 | 2.1 | 22
CCOC(=O)c1cc(C)[nH]c1C | 0 | 0.6 | 0.4 | -5 | 0.3 | 1 | 27 | 1.8 | -10
N#C/C(=C\c1cccc(OC(=O)c2cccs2)c1)C(N)=O | 2 | -0.1 | 0.3 | -1 | -1.0 | -3 | -11 | 0.6 | -17
Cc1cccc(OCCCn2c(CO)nc3ccccc32)c1 | 6 | 1.3 | 0.4 | 3 | -0.6 | 3 | -8 | 0.3 | 25
CN(C)CCOC(=O)C1(c2ccccc2)CCOCC1 | 4&9 | -0.4&1.6 | 1.4&0.2 | 1&2 | -0.8&1.3 | -9&-2 | 3&-8 | 0.7&-0.8 | -10&4
CCS(=O)(=O)c1ccc2oc(SCC(=O)NCCc3ccc(F)cc3)nc2c1 | 3 | -0.1 | 1.2 | 1 | -0.5 | 11 | -20 | -1.6 | 24
C#CC(CC)(CC)NC(=O)c1ccc(Br)s1 | 7 | -1.6 | 0.2 | 6 | 1.4 | -15 | -22 | 0.6 | 13
Cc1csc(Nc2ccccc2)n1 | 1 | 0.4 | -0.3 | 3 | -0.2 | -7 | -16 | 0.4 | 12
COC(=O)CSc1nnc(CNc2ccc(Cl)cc2)n1-c1ccccc1 | 5 | 2.9 | 0.3 | 1 | 0.7 | -2 | 20 | -0.1 | 7
O=C(Nc1ccc(Cl)cc1)N1CCC(c2nc(-c3cccs3)no2)CC1 | 4 | 3.9 | 0.9 | 2 | -0.3 | 4 | -30 | -2.0 | 19
O=C(CSc1nnnn1-c1ccc2c(c1)CCC2)NCc1cccs1 | 5 | -2.6 | -1.2 | -2 | 0.0 | -14 | -12 | -0.8 | 22
CCCNC(=O)NCCC12CC3CC(CC(C3)C1)C2 | 14 | 1.1 | 1.1 | 4 | 0.1 | 12 | -25 | -2.3 | 6
CCN1CCN(c2ccc(NC(=O)c3ccc([N+](=O)[O-])o3)cc2Cl)CC1 | 48* | -1.1 | 1.1 | 76* | 0.3 | 86* | -156&-51 | -2.9 | 30
CC(c1ccccc1)N(NC(=O)C(O)(c1ccccc1)c1ccccc1)C(=O)c1ccccc1 (centres undefined) | 1 | -1.4 | 13* | -4 | -0.2 | -8 | 32 | 1.9 | -2
CCCN(Cc1ccccc1)C(=S)Nc1cccc(C(F)(F)F)c1 | 33* | -1.5 | -0.6 | 34* | 0.5 | -14 | -8 | -0.5 | 32
CC(C)c1nnc(SCC(=O)Nc2ccc3c(c2)OCO3)n1C | 1 | -1.2 | 0.2 | -5 | 0.4 | -18 | -10 | 2.0 | -7
Cc1cc(C)c(NC(=O)Cn2c([N+](=O)[O-])cnc2C)c(C)c1 | -5 | 0.6 | -0.5 | 5 | 0.1 | -1 | -25&-1 | 0.8 | 18
CCN(C(C)=O)N(CC)c1nc(Cl)nc(NC(C)C)n1 | -1 | 0.2 | -0.1 | -2 | 0.8 | -7 | 4 | -1.1 | -3
COCCn1c(N)c(C(=O)Nc2sc3c(c2C(=O)OC)CCCC3)c2nc3ccccc3nc21 | 4 | 0.5 | 0.6 | 2 | -0.1 | -14 | 6 | -2.6 | -70
COc1ccc(OCCSc2nc(-c3ccccc3)cc(=O)[nH]2)cc1 | 5 | 1.7 | 0.9 | -1 | 1.4 | -4 | 24 | 31* | -41
CCn1c(SCc2ccc(C(=O)Nc3cc(C)cc(C)c3)cc2)nnc1-c1ccncc1 | 2 | 5.3 | 1.7 | -4 | -1.0 | -8 | -40 | -2.3 | -8
CSc1nc(SC)c2c3c(oc2n1)COC(C)(C)C3 | 0 | -0.9 | 0.4 | -4 | 0.2 | -26 | 46 | -0.7 | 0
CN1CCN(c2nc3c(c(=O)n(C)c(=O)n3C)n2CC(N)=O)CC1 | 11 | 0.3 | -0.6 | -5 | 0.8 | -4 | -24 | 1.8 | 30

S1P4 agonist: what is marked active above.
Compound | TRPML3 agonist | PERK inh | S1P4 antagonist | EP2 mod | S1P4 agonist | Calpain2 inh
COc1ccc(OCCSc2nc(-c3ccccc3)cc(=O)[nH]2)cc1 | 0.9 | 1.4 | -4 | 24 | 31* | -41

Next section
compound | BaF3 tox | TRPN1 ag | TRPML3 agonist | Ba/F3 V617F tox | PERK inh | S1P4 antagonist | EP2 mod | S1P4 agonist | Calpain2 inh
COc1cccc(C2C(C(=O)c3cccs3)=C(O)C(=O)N2CCN(C)C)c1OC (centres undefined) | 1 | -0.3 | 0.6 | -1 | 0.7 | -6 | 17 | 1.7 | -11
Cc1cc(C)c(-n2c(SCc3nc4ccccc4s3)n[nH]c2=O)c(C)c1 | 2 | 0.4 | -0.1 | 4 | -2.2 | 9 | -25 | -0.7 | 36
Cc1cc(C)c2nc(C(F)(F)F)nc(N3CC(C)OC(C)C3)c2c1 (centres undefined) | 2 | -0.2 | 0.1 | 1 | 0.2 | -30 | 61* | 4.0 | -6
Cc1nc2nc(SCC(=O)c3ccc([N+](=O)[O-])cc3)[nH]c2cc1Br | -6 | 0.6 | 0.9 | 6 | 0.9 | -15 | -5 | 1.9 | -19
CC(C)Sc1nnc(NC(=O)CCc2ccccc2)s1 | 1 | 1.3 | 0.2 | 4 | -1.0 | -14 | -24 | 0.1 | -1
Cc1cc(C)n(-c2ncnc3ccccc23)n1 | 1 | 0.2 | 0.4 | 0 | 1.2 | -15 | 29 | -0.4 | -1
Cc1ccc(C(=O)CC(=O)COc2ccc(Cl)cc2C)cc1 | 4 | -0.9 | 0.3 | -5 | 0.9 | -20 | -43 | 0.5 | 0
CCOc1ccc(N2C(=O)CC(Sc3nc(CC(C)C)ccc3C#N)C2=O)cc1 (centres undefined) | 8 | -0.1 | 0.1 | 1 | 0.0 | -10 | 22 | 0.0 | -23
CCOc1ccc(NC(=O)c2ccc(Br)o2)c([N+](=O)[O-])c1 | -1 | 0.6 | 1.2 | 4 | -0.1 | -5 | 3 | 1.9 | 20
Cc1cc(NC(=O)CCC2CCCCC2)no1 | 9 | 0.3 | 0.0 | 0 | 0.9 | 10 | 21 | -1.3 | -9
O=[N+]([O-])c1ccc(N/N=C/c2sc(N3CCOCC3)nc2-c2ccccc2)c(S(=O)(=O)Nc2ccccc2Cl)c1 | 2 | -1.2 | -0.1 | -2 | 1.1 | 5 | 3 | -1.2 | -23
Cc1ccc(NC(=O)CCCSc2nc3ccccc3[nH]2)cc1 | 5 | -2.2 | -1.2 | 3 | -1.2 | -15 | -49 | -2.5 | 23
CCc1ccc(NC(=S)NC(=O)c2c(-c3ccccc3Cl)noc2C)cc1 | -1 | -0.4 | -0.3 | -5 | -0.8 | -5 | 15 | 0.8 | 6
COc1cc(CCC(=O)OCC(=O)NC(=O)c2ccc(Cl)cc2)cc(OC)c1OC | -2 | 1.1 | 0.0 | -3 | 0.6 | -20 | -39 | 2.4 | -38
COc1ccc(NCc2ccc([N+](=O)[O-])s2)cc1 | 5 | -0.3 | -0.1 | -2 | 1.2 | -10 | 24 | 1.5 | -5
Cc1nc(-c2coc3c(CN(C)C)c(O)ccc3c2=O)cs1 | 6 | 0.0 | 1.3 | -1 | -0.5 | -6 | 2 | -4.1 | -350
Cc1ccc(-c2cc(C(=O)Nc3ccccn3)c3ccccc3n2)o1 | 14 | -1.0 | -0.4 | 4 | 0.2 | 1 | 1 | 1.1 | -153
O=C(Nc1ccc(F)cc1)c1cccnc1N1CCCCC1 | 7 | -1.4 | 0.1 | 2 | -0.5 | -15 | 3 | -1.3 | -28
Cc1cc(OC(=O)c2c(Cl)cc(Cl)cc2Cl)nc(C)n1 | 2 | -1.3 | -0.6 | 4 | 0.1 | 6 | -4 | 0.3 | 1

In the list so far, these have an aryl thioether with sulfur outside any ring:
compound | BaF3 tox | TRPN1 ag | TRPML3 agonist | Ba/F3 V617F tox | PERK inh | S1P4 antagonist | EP2 mod | S1P4 agonist | Calpain2 inh
CCS(=O)(=O)c1ccc2oc(SCC(=O)NCCc3ccc(F)cc3)nc2c1 | 3 | -0.1 | 1.2 | 1 | -0.5 | 11 | -20 | -1.6 | 24
COC(=O)CSc1nnc(CNc2ccc(Cl)cc2)n1-c1ccccc1 | 5 | 2.9 | 0.3 | 1 | 0.7 | -2 | 20 | -0.1 | 7
O=C(CSc1nnnn1-c1ccc2c(c1)CCC2)NCc1cccs1 | 5 | -2.6 | -1.2 | -2 | 0.0 | -14 | -12 | -0.8 | 22
CC(C)c1nnc(SCC(=O)Nc2ccc3c(c2)OCO3)n1C | 1 | -1.2 | 0.2 | -5 | 0.4 | -18 | -10 | 2.0 | -7
COc1ccc(OCCSc2nc(-c3ccccc3)cc(=O)[nH]2)cc1 | 5 | 1.7 | 0.9 | -1 | 1.4 | -4 | 24 | 31* | -41
CCn1c(SCc2ccc(C(=O)Nc3cc(C)cc(C)c3)cc2)nnc1-c1ccncc1 | 2 | 5.3 | 1.7 | -4 | -1.0 | -8 | -40 | -2.3 | -8
CSc1nc(SC)c2c3c(oc2n1)COC(C)(C)C3 | 0 | -0.9 | 0.4 | -4 | 0.2 | -26 | 46 | -0.7 | 0
Cc1cc(C)c(-n2c(SCc3nc4ccccc4s3)n[nH]c2=O)c(C)c1 | 2 | 0.4 | -0.1 | 4 | -2.2 | 9 | -25 | -0.7 | 36
Cc1nc2nc(SCC(=O)c3ccc([N+](=O)[O-])cc3)[nH]c2cc1Br | -6 | 0.6 | 0.9 | 6 | 0.9 | -15 | -5 | 1.9 | -19
CC(C)Sc1nnc(NC(=O)CCc2ccccc2)s1 | 1 | 1.3 | 0.2 | 4 | -1.0 | -14 | -24 | 0.1 | -1
CCOc1ccc(N2C(=O)CC(Sc3nc(CC(C)C)ccc3C#N)C2=O)cc1 (centres undefined) | 8 | -0.1 | 0.1 | 1 | 0.0 | -10 | 22 | 0.0 | -23
Cc1ccc(NC(=O)CCCSc2nc3ccccc3[nH]2)cc1 | 5 | -2.2 | -1.2 | 3 | -1.2 | -15 | -49 | -2.5 | 23
